Screens deposited in PubChem by several laboratories.
CAL-PDZ inh HTS = inhibitors of human CAL PDZ peptide binding | Q9HD26 | purified CAL PDZ, TMR-peptide fluorescence polarization, 1 h | inhibition, % at 24.9 µM | actives 0.92% (n = 300,000);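 active means mean inhibition of at least 30% with at least half of replicates also reaching 30%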;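 further: 0% = DMSO neutral control and 100% = excess unlabeled competitor peptide PRC23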
OPRM1-OPRD1 inv = mu-delta opioid heterodimer inverse agonism; P35372+P41143; cell-based MOR-DOR heterodimer luminescence; inhibition, % at 9.3 µM; actives 0.21% (n = 340,000); AID 504357; in the data active means inhibition above about 22%, passing the limit was not always enough;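 further: 0% = cells with DMSO and 100% = wells without cells with DMSO; values of inactives mirror those of a sister screen read the other way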
RTF Ca sens act = increases calcium sensitivity of human cardiac regulated thin filaments; P19429+P45379; IANBD-labeled TnC RTF fluorescence at EC20 calcium; 0% EC20 calcium, 100% full calcium; activation, % at 7.2 µM; actives 0.24% (n = 340,000); AID 493008;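 active means activation above the mean over all tested compounds plus 3 SD, cut at about 30% in these data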;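 further: rise in fluorescence read as greater calcium sensitivity of cardiac thin filaments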
Keap1-Nrf2 PPI = Keap1-Nrf2 (human) interaction inhibition; Q14145; Keap1 Kelch-Nrf2 peptide fluorescence polarization, 1536-well; inhibition, % at 9.4 µM; actives 0.15% (n = 340,000); AID 504523; in the data active means inhibition above about 12%;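 further: human Keap1 Kelch domain with fluorescein labeled Nrf2 9mer peptide probe; 0% = neutral control wells and 100% = peptide positive control; higher means more block of Keap1 binding to Nrf2 peptide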
Target sequence (Q14145 whole entry, looked up, the tested form may be a part): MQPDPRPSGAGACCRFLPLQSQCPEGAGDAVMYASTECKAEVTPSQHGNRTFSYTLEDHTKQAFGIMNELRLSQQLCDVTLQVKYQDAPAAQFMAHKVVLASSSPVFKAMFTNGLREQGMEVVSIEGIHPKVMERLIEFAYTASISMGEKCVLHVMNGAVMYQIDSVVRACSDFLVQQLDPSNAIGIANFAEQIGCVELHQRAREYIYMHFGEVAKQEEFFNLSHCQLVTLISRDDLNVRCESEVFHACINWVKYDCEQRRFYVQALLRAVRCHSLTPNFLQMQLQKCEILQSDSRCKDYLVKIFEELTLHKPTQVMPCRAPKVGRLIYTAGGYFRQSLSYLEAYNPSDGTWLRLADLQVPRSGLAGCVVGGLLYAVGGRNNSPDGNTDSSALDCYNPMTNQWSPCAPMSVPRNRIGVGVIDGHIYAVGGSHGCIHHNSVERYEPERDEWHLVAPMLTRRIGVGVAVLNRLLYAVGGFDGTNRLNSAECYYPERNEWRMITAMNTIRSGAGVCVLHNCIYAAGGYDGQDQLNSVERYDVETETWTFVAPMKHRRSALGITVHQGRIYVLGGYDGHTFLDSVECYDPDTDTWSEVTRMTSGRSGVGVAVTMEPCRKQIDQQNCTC
V-ATPase pHluor = regulators of yeast V-ATPase proton transport. S. cerevisiae, pHLuorin cytosolic pH fluorescence. response, % at 10 µM. actives 0.37% (n = 350,000); in the data active means response mostly above about 7.3%, no sharp cut-off; inactive means mostly below about 5.4%; further: actives read high; inactives centre near 0; some compounds called inactive have numbers as strong as hits; reference of the scale not given here
HTR5A inv ag = HTR5A inverse agonism, opioid heterodimer counter-screen; HTR5A cell line, luminescence; inhibition, % at 9.3 µM; actives 0.083% (n = 340,000); in the data active means inhibition mostly above about 23%, no sharp cut-off; inactive means mostly below about 18%;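 further: 0% = cells with DMSO and 100% = no-cell wells with DMSO; some compounds called inactive have numbers as strong as hits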
Target sequence (P47898 whole entry, looked up): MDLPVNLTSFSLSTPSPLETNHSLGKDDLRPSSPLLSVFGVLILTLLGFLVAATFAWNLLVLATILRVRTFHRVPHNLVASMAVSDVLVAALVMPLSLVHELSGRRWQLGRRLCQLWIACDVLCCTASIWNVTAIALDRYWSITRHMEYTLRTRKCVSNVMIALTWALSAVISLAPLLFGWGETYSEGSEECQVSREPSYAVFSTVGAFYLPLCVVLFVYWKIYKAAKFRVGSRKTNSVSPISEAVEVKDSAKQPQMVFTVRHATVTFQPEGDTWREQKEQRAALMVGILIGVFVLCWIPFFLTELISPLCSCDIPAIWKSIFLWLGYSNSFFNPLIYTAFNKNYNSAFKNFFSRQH
Cardiac RTF inh = cardiac RTF calcium desensitization | inhibition, % at 7.15 µM | AID 493244 | actives 0.12% (n = 340,000) | IANBD-labeled cardiac RTF, Ca2+ fluorescence | P19429+P45379;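 active means inhibition above the mean inhibition of all tested compounds plus 3 SD, cut at about 17% in these data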;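 further: assay run at fixed EC70 calcium of 1.6 mM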
HTR5A ag ctr = HTR5A agonism, opioid heterodimer counter-screen. P47898. actives 0.61% (n = 340,000). activation, % at 9.3 µM. HTR5A agonist assay, luminescence, cell-based; in the data active means activation mostly above about 9.5%, no sharp cut-off; inactive means mostly below about 7.6%;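 further: 0% = cells with vehicle only and 100% = reference agonist; strong numbers were not always called active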
MOR-DOR ag = OPRM1-OPRD1 heterodimerization agonism; P35372+P41143; cells, luminescence; activation, % at 9.3 µM; actives 0.3% (n = 340,000); AID 504326; in the data active means activation above about 18%;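 further: 0% = vehicle-treated cells and 100% = reference agonist; values of inactives mirror those of a sister screen read the other way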
LANA DNA inh = inhibitors of KSHV LANA C-terminal domain DNA binding; MBP-C-LANA/FAM-LBS DNA binding, fluorescence polarization; inhibition, % at 9 µM; actives 0.078% (n = 340,000);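 active means highest replicate inhibition at or above 60% at 9 µM, even if other replicates fall short; inactive means all replicates below 60% inhibition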;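 further: 0% = neutral control wells and 100% = 4 µM acridine orange control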
Starred values were filed as active, the others as inactive; nt = no result given; & = joins results of further samples.

SMILES	CAL-PDZ inh HTS	OPRM1-OPRD1 inv	RTF Ca sens act	Keap1-Nrf2 PPI	V-ATPase pHluor	HTR5A inv ag	Cardiac RTF inh	HTR5A ag ctr	MOR-DOR ag	LANA DNA inh
c1ccc(-c2nc(NCC3CCCO3)c3ccccc3n2)nc1 (configuration not stated)	-2	21	-1	0	0	-26	-7	8	-4.1	3.6
O=S(=O)(NCCCN1CCN(c2ccccc2F)CC1)c1cccc2cccnc12	nt	6	0	-1	-4	-4	-4	1	-1.2	1.1
COc1ccc(NC(=O)CN(C)S(=O)(=O)c2ccc(C)cc2)c([N+](=O)[O-])c1	0	6	12	-3	6	7	-16	1	-0.9	-1.5
Cc1ccc(-c2c(C(=O)N/N=C/c3cccc(Cl)c3)nnn2-c2nonc2N)cc1	-4	-2	2	-7	4	5	-14	-1	0.4	0.8
Cc1ccc(C)c(S(=O)(=O)N2CCCC2CNC(=O)C(=O)NCc2ccccn2)c1 (configuration not stated)	nt	-18	-6	0	-8	8	-12	-3	2.7	0.1
C/C=C/c1ccccc1OCc1ccc(C(=O)O)o1	-3	-3	-4	-1	-4	-13	-2	2	0.5	-4.0
CC(C)CN(CC(C)C)C1=N/C(=C\c2ccco2)C(=O)N1c1ccccc1	-4	-5	6	7	0	-1	3	0	0.9	0.5
COCCSc1nnc(NS(=O)(=O)c2ccccc2)s1	1	17	4	-1	2	-10	-2	4	-3.6	0.7
CC(Oc1ccc(Br)cc1)C(=O)O/N=C(\N)c1ccncc1 (configuration not stated)	-4	-30	2	-5	-2	6	-5	3	5.7	-0.6
COC(=O)CN1C(=O)[C@H]2[C@@H](C3CC3)N3C(=O)CN(Cc4ccc(-c5ccccc5)cc4)C(=O)[C@@]3(Cc3ccccc3)[C@H]2C1=O	2	10	-3	-7	1	2	-1	1	-1.8	1.6
NC(=O)C1CCN(c2nc3c(S(=O)(=O)c4ccccc4)nnn3c3ccccc23)CC1	-4	-1	-3	-2	0	6	-6	-3	0.2	-1.8
O=C(O)Cc1sc(Nc2ccc(Cl)cc2)nc1-c1cccs1	1	nt	nt	-3	-1	nt	nt	nt	nt	-1.1
COc1ccc(S(=O)(=O)N(C)C)cc1NC(=O)CSc1ncccn1	-4	19	2	-4	2	-12	-9	0	-4.1	-1.6
COc1ccccc1CN(C)CC(=O)Nc1cccc(S(=O)(=O)N2CCCC2)c1	nt	4	-5	-1	1	16	-7	-5	-0.8	-0.4
COC(=O)CN(c1nc(C)c(Cl)c(OC)n1)S(=O)(=O)c1ccc(C)cc1	-5	-23	7	-5	2	-3	4	1	3.9	-1.3
Cc1cc(-n2nc(C)cc2C)nc(N)n1	0	12	5	-3	-3	-17	-6	-2	-2.1	0.2
Cc1cc(=O)[nH]c(SCc2nc3ncccn3c2Br)n1	-3	3	0	-1	0	19	-5	-3	-0.6	-0.3
CCOC(=O)c1c(C)[nH]c(C)c1C(=O)COC(=O)c1ccc(Cl)c(S(N)(=O)=O)c1	-3	2	-2	-1	4	11	-5	0	-0.5	-1.1
Cc1ccc(SCC(=O)n2nc(C)cc2C)cc1	-2	5	2	-6	0	-1	-1	0	-1.0	-1.9
Cc1ccsc1C(=O)NNC(=O)c1ccncc1	-3	16	-3	-1	-1	10	3	-3	-3.0	1.1
CCSc1nc2ccccc2c(=O)n1CCc1ccc(OC)c(OC)c1	-3	-32	-3	1	1	-21	-6	1	6.2	0.2
Cc1nc(-c2nnc(SCC(=O)Nc3ccc(C(F)(F)F)cc3)n2C)cs1	nt	-11	12	-3	1	-39	-10	0	2.3	0.4
Cc1ccc(C)c(N(C(=O)c2csnn2)C(C(=O)NC2CCCCC2)c2cccnc2)c1 (configuration not stated)	-3	6	-1	-1	3	5	-15	-3	-0.9	2.1
c1ccc(-c2n[nH]c(-c3ccccc3)c2-c2nc3ccccc3[nH]2)cc1	-4	1	-4	0	-1	12	-2	0	-0.1	0.7
Fc1cccc(Nc2ncnc3[nH]ncc23)c1	-5	8	1	-7	-1	6	-8	-3	-1.5	0.5
CN(Cc1ccccc1)CC(O)COc1ccc(CNCc2nccn2C)cc1 (configuration not stated)	-4	5	5	-5	0	-10	4	-3	-0.9	-0.2
COC(=O)c1sccc1NC(=O)CC1C(=O)NCCN1C(=O)Nc1ccccc1 (configuration not stated)	6	15	3	-6	-4	2	-3	6	-2.9	-1.7
CC(C)C(=O)Nc1c(-c2ccc(Cl)cc2)c(=O)c2ccccc2n1C	-6	2	3	-1	0	14	-5	-4	-0.3	-1.4
CCCCCn1c(=N)n(CC(O)COc2ccccc2OC)c2ccccc21 (configuration not stated)	-6	16&2	-3&2	0&6	6&-1	4&-28	-9&-4	-1&11	-2.6&-0.4	1.2&1.1
CC(=O)OC1CCC(OC(C)=O)c2c1n([O-])c(C)c(C)[n+]2=O (configuration not stated)	-8	10	-5	-4	1	5	7	2	-1.6	-1.2
Fc1ccc(Nc2nc(N/N=C/c3ccco3)nc(N3CCCCC3)n2)cc1	-6	-24	-1	-5	1	-6	5	-7	4.5	0.2
Cc1cc(C)c(C)c(OCC(=O)O/N=C(\N)c2ccccn2)c1	-1	11	0	-3	0	-12	-11	4	-1.9	-0.3
CC1CCN(C(=O)CSc2nc(C3CC3)nc3ccccc23)CC1	nt	-14	-4	-4	-2	-17	-18	-3	1.7	1.4
NC(=O)c1nsc(C(=O)N(Cc2ccco2)C(C(=O)NCc2ccc(F)cc2)c2ccc(O)cc2)c1N (configuration not stated)	0	-3	-1	0	-2	-8	-27	2	0.4	3.4
COc1cccc(C(C(=O)NC(C)(C)C)N(C(=O)CCC(=O)Nc2cc(C)on2)c2ccc3c(c2)OCCO3)c1OC (configuration not stated)	-2	7	-3	2	1	-2	-4	1	-1.1	-0.4
O=[N+]([O-])c1cc(C(F)(F)F)ccc1NCCOc1ccccc1	0	-14	-7	-1	-6	2	1	-1	2.4	-0.6
Cc1ccc(SCc2ccc(C(=O)Nc3ccccc3Br)cc2)cc1	-38	-3	4	0	0	30	15	-2	0.5	1.8
COc1cc([N+](=O)[O-])ccc1NC(=O)C[n+]1cccc(C)c1	0	2	-1	-6	-1	-5	3	6	-0.3	0.8
CSc1nnc(C)c(=O)n1COC(=O)c1ccc(S(=O)(=O)N2CCOCC2)cc1	-3	-4	-9	1	-1	-9	-21	4	0.6	3.4
Cc1ccn2cc(CCNS(=O)(=O)c3ccc4c(c3)CCCC4)nc2c1	nt	10	1	3	4	-13	-4	-1	-1.7	-0.6
CCOC(=O)[C@@H]1[C@H]2COc3ccccc3[C@@H]2N2C(=O)N(c3cccc(Cl)c3)C(=O)[C@@]12C	2	9	-2	1	3	-38	-3	-4	-1.6	-2.4
CC(=O)c1cccc(OCC(=O)N(Cc2ccco2)c2c(N)n(Cc3ccccc3)c(=O)[nH]c2=O)c1	1	-6	4	-3	0	-4	-8	1	1.5	-0.9
Fc1ccc(CN2CCN(c3ncccn3)CC2)c(F)c1	-1	2	2	0	0	2	-8	-1	-0.5	0.3
Cc1ccc(N(C(=O)CC2NC(=O)NC2=O)C2(C(=O)NC3CCCC3)CCCCC2)cc1 (configuration not stated)	-3	22	-2	-2	3	0	-2	3	-4.3	0.0
COC(=O)c1ccccc1NC(=O)c1ccccc1SC	-2	5	-1	-1	-3	3	1	-1	-0.9	0.5
CCc1ccc2[nH]c(O)c(N=NC3=NC(=O)CS3)c2c1	-4	3	7	-4	3	0	-1	2	-0.6	-0.3
C=CCN(Cc1cccc(OC)c1OC)S(=O)(=O)N(C)C	-2	9	3	-1	-2	6	-6	4	-1.6	3.3
CC(C)CCNC(=O)CN(Cc1ccco1)C(=O)c1snc(C(N)=O)c1N	-6	0	-1	1	1	-4	-2	1	0.0	0.8
O=C1c2ccccc2C(Nc2ccc3nc(-c4cccnc4)[nH]c3c2)N1Cc1ccco1 (configuration not stated)	-5	1	3	-2	-3	-12	-6	0	-0.2	1.6
COc1ccc(-c2nc(CN3CCC(C(=O)NC4CC4)CC3)c(C)o2)cc1OC	5	-52	0	-3	-4	18	-5	3	10	0.8
CCOC(=O)N1CCN(C(=O)COC(=O)CNC(=O)c2ccc(OCC)c(OCC)c2)CC1	-4	18	4	-2	-2	-1	-8	1	-3.4	0.2
O=C(NCc1ccco1)c1cccc(NS(=O)(=O)c2ccccc2F)c1	nt	3	-6	1	-6	5	-6	-2	-0.5	1.2
CCC(Sc1nc(C)cc(C)n1)C(=O)Nc1nccs1 (configuration not stated)	-1	12	0	0	-1	-15	-4	0	-2.2	-2.6
O=S(=O)(NCCc1ccncc1)c1cc(Br)ccc1F	-1	11	2	2	-4	10	7	-4	-1.8	-2.2
CC1(C)CC(=O)C2=C(C1)Nc1ccccc1NC2c1cccnc1 (configuration not stated)	2	1	-4	-1	-6	-6	-8	-3	-0.1	-1.5
CN(Cc1cccs1)C(=O)CCc1c[nH]c2ccccc12	-2	12	-6	-2	1	6	3	-2	-2.5	3.5
CCOC(=O)c1ccc(NC(=O)C(=O)NCc2ccc(/C=C(/C#N)C(=O)NCCOC)o2)cc1	6	2	2	0	-4	25	-4	1	-0.4	11
CN(Cc1ccc(F)cc1)C(=O)c1ccc2c(c1)NC(=O)CS2	nt	16	0	1	-2	-7	-7	-2	-3.1	-0.4
CCc1[nH]nc2c1C1(CCOC1C)C(C#N)=C(N)O2 (configuration not stated)	0	20	-4	-3	5	-17	-3	0	-3.8	3.2
Cc1ccc(CC23CN4CCN(CC(C4)C2O)C3)c(C)c1 (configuration not stated)	-1	4	0	-6	0	8	-6	-1	-0.8	0.2
Other records follow:
SMILES	CAL-PDZ inh HTS	OPRM1-OPRD1 inv	RTF Ca sens act	Keap1-Nrf2 PPI	V-ATPase pHluor	HTR5A inv ag	Cardiac RTF inh	HTR5A ag ctr	MOR-DOR ag	LANA DNA inh
CCn1cc(C(=O)NN)c(=O)c2cc(F)c(N3CCCCC3)cc21	0	7	-8	1	3	-7	-6	2	-1.5	-0.1
Cc1ccc(S(=O)(=O)N(C)C)cc1NC(=O)COC(=O)CCNS(=O)(=O)c1ccccc1	-3	6	-3	-2	-1	-3	-4	1	-0.9	1.7
COc1ccc(CCNC(=O)CCS(=O)(=O)c2ccc3c(c2)NC(=O)CO3)cc1OC	0	8	-6	1	-6	16	4	-6	-1.5	-0.5
Brc1ccc(OCCCOc2cccc3cccnc23)cc1	-5	-5	-4	-1	-3	9	-1	-3	1.0	-0.3
O=C(Nc1ccc(Br)cc1)Nc1ccccc1Cl	2	-90	0	-5	2	5	-7	-1	17	-0.9
COc1ccc(CNC(=O)N2CCN(S(=O)(=O)c3ccccc3F)CC2)cc1	-1	19	-2	4	0	-2	-8	1	-3.6	0.3
Cc1ccc(Cl)c(N/C=C/C(=O)c2ccccc2)c1	0	-20	-5	-5	0	-1	0	0	4.0	-3.8
O=C(Nc1cccc(-c2cn3cccnc3n2)c1)c1ccco1	nt	6	-2	-5	-2	15	1	-5	-1.1	0.8
CCCCC(CCC(=O)O)(C(=O)OCC)c1csc(Nc2ccc(OCC)cc2)n1 (configuration not stated)	8	13	-3	-3	0	13	-1	-3	-2.6	-1.3

2 compounds from above with just OPRM1-OPRD1 inv and V-ATPase pHluor:
SMILES | OPRM1-OPRD1 inv | V-ATPase pHluor
COc1ccc(CCNC(=O)CCS(=O)(=O)c2ccc3c(c2)NC(=O)CO3)cc1OC | 8 | -6
Cc1ccc(Cl)c(N/C=C/C(=O)c2ccccc2)c1 | -20 | 0
